# Screening data as filed in PubChem BioAssay.
# ELG1 genotoxic = induces genotoxicity in HEK293T cells with luciferase-tagged ELG1; HEK293T ELG1-luciferase reporter, luminescence, 16 h; Potency, µM (highest dose often 46 µM), for the others: at the highest dose activity change, positive = activation, actives largely listed as activators; 1.3% of 330,000 active; AID 504466; further: % of control where 0% means no effect; nearly all actives have a fitted effect of over 60% in size
#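 Genotoxic stress is detected as increased luminescence from luciferase-tagged ELG1 in HEK293T cells, measured with ONE-Glo after a 16 hr treatment at 37 °C.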
# RORg inh = ROR gamma (mouse) transcription inhibition. Potency, µM (doses to about 53.6 µM), inactives show top-dose activity change, negative = inhibition, hits mostly inhibitors. Drosophila S2 Gal4-RORgamma UAS-luciferase reporter, 20 h. 5.4% of 310,000 active. P51450; further: on the % scale 0 is the no-effect control and ±100 the full control effect; nearly all actives have a fitted effect of over 60% in size
# Target sequence (P51450 whole entry, looked up, the tested form may be a part): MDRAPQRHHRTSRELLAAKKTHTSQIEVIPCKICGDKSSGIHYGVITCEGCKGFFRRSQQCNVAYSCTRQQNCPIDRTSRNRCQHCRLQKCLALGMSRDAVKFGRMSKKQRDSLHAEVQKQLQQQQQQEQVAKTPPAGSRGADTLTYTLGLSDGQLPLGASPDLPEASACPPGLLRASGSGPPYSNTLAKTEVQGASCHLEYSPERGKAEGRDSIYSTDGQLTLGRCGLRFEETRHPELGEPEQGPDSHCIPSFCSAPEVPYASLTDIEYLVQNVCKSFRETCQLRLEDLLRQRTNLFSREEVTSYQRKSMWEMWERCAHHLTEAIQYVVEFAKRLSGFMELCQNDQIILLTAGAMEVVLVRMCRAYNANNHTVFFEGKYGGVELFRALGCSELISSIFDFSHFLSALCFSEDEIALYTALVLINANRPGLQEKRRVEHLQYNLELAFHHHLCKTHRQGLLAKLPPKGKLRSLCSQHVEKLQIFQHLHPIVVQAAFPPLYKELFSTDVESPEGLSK
#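 Compounds are pin-transferred onto Drosophila Schneider cells expressing a copper-inducible Gal4–ROR gamma transactivation domain fusion. After 1 hr, copper sulfate is added to 700 uM final; luciferase is read 20 hr later.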
# BRCA1 expr act = activators of BRCA1 expression; 1.1% of 380,000 active; Potency, µM (top dose mostly 46.1 µM), inactives show at the top dose activation, most hits filed as activators; MCF7-BRCA1-FFLuc reporter, luminescence, 48 h; response scale: scaled: vehicle 0%, 10 µM genistein 100%; further: nearly all actives have a fitted effect of over 80% in size; some results filed as inactive show a strong effect at the top dose
#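 First, MCF7-BRCA1-FFLuc cells (2000/well) attach for 2 h; next, compounds are pin-added and incubated 48 h at 37 °C; finally, luciferase reagent is added and luminescence read after 15 min.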
# Rab9 prom act = activates the Rab9 promoter; Huh7 Rab9 promoter-luciferase reporter, luminescence, 24 h; Potency, µM (doses to about 9.22 µM), for inactives: at the top dose activation, negative = inhibition, most hits filed as activators; 2.8% of 320,000 active; AID 485297; further: % of control where 0% means no effect; nearly all actives have a fitted effect of over 60% in size
#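 Huh7 cells stably carrying Rab9 promoter–luciferase reporter, plated 1500 cells/well, compound added after 2 h and incubated 24 h at 37 °C; luciferase luminescence then read after 10 min with detection reagent.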
# VP16 counter = counter-screen for ROR gamma inhibitors: Gal4-VP16 reporter; Drosophila S2 Gal4-VP16 UAS-luciferase, luminescence, 20 h; Potency, µM (highest dose often 53.6 µM), inactives show at the highest dose activity, negative = inhibition, usual class: inhibitors; 3.5% of 310,000 active;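 further: Gal4-VP16 expression switched on by copper sulfate through the metallothionein promoter; on the % scale 0 is the no-effect control and ±100 the full control effect; nearly all actives have a fitted effect of over 50% in size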
# FLuc modulator = counter-screen for miR-21 project: firefly luciferase inhibitors or activators; P08659; purified FLuc, Km substrates, luminescence inhibition; Potency, µM (highest dose often 57.5 µM), without a hit: top-dose activity change, negative = inhibition, most hits filed as inhibitors; 6.9% of 360,000 active;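 further: plate controls were vehicle for no effect and reference inhibitor for full effect; nearly all actives have a fitted effect of over 55% in size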
# Target sequence (P08659 whole entry, looked up): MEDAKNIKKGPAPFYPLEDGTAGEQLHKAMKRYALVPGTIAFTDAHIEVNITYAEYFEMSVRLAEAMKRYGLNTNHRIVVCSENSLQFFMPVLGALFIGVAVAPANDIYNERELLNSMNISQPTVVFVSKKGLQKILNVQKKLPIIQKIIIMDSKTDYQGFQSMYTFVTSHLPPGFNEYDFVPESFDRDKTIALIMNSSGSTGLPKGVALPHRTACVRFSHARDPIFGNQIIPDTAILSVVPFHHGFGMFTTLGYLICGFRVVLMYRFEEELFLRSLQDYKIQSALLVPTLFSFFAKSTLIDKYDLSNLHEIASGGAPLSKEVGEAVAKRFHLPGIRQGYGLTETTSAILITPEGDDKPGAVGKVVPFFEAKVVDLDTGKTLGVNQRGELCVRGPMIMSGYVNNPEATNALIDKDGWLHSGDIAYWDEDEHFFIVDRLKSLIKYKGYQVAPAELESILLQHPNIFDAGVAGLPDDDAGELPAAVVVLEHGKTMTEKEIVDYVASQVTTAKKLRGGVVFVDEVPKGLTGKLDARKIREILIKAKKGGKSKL
#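 Purified P. pyralis luciferase, 10 nM final, with Km-level 10 uM D-luciferin and 10 uM ATP in 50 mM Tris acetate pH 7.5, 10 mM Mg acetate, 0.01% Tween-20, 0.05% BSA; 6-point qHTS titration about 60 µM downward; luminescence read.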
# p53 reactivator = mutant p53 re-activation in reporter cells | H1299 p53-A138V BP100-luciferase reporter, luminescence, 24 h | Potency, µM (highest dose often 92.2 µM), for the others: at the top dose activity change, positive = activation, hits mostly activators | 0.063% of 320,000 active; further: % of control where 0% means no effect; nearly all actives have a fitted effect of over 45% in size
#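 p53-null H1299 cells stably carrying temperature-sensitive p53-A138V and a BP100-luciferase reporter were pinned with compounds (4-point, 1:5 series) and held 24 hrs at 37 deg C. Luminescence was read 10 min after detection reagent.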
# NPC1 promoter act = NPC1 promoter activation. Huh7 NPC1 promoter luciferase reporter, 24 h. Potency, µM (highest dose often 9.22 µM), for inactives: top-dose activation, hits mostly activators. 2.4% of 320,000 active;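 further: % of control where 0% means no effect; nearly all actives have a fitted effect of over 60% in size; reporter is driven by a mutant NPC1 promoter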
#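 Luciferase expression driven by the NPC1 promoter was measured in stably transfected Huh7 cells after a 24 h compound incubation, using a luciferase reagent and a luminescence read.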
# MBNL1-CUG inh = inhibitors of human MBNL1 binding to CUG repeat RNA; AID 2675; Potency, µM (series often up to 57.5 µM), for the others: at the top dose activity change, negative = inhibition, most hits filed as inhibitors; Q9NR56; 0.036% of 280,000 active; TR-FRET MBNL1-His/biotin-(CUG)12 binding, 665/545 ratio; active means well fitted inhibition curve with a large enough effect in the signal ratio, with a control signal flat, not every such curve was filed as active; inconclusive means small, poorly fitted or top-dose-only effect, or effect the other way, or a change in a side signal; inactive means no such curve, though single readings can be large or run the other way; the % refers to the signal ratio; further: on the % scale 0 is the no-effect control and ±100 the full control effect
#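 His-tagged MBNL1 binding to biotinylated (CUG)12 RNA was measured by TR-FRET using terbium anti-His antibody (0.055 ng/ul final) and streptavidin-XL665 (5 nM final). Compounds were titrated 92 nM to 58 uM; 60 min at room temperature.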
# uPA surface inh = blocks generation of uPA at the cell surface; cell surface uPA generation assay, qHTS; Potency, µM (series often up to 38.3 µM), for the others: top-dose activity change, negative = inhibition, most hits filed as inhibitors; 0.31% of 330,000 active; active means well fitted inhibition curve with a large enough effect; inconclusive means small, poorly fitted or top-dose-only effect; inactive means no such curve, though single readings can be large or run the other way; tested in mouse RAW 264.7 cells; further: on the % scale 0 is the no-effect control and ±100 the full control effect; nearly all actives have a fitted effect of over 55% in size
# Starred values were filed as active, the others as inactive; ? = inconclusive; . = not tested or not shown; & = joins results of further samples; [ ] = another dose, or the depositor's remark. Unless noted, the call rests on the fitted dose curve; in most records, active means well fitted curve in the direction sought with a large enough effect; inconclusive means small, poorly fitted or top-dose-only effect, or another doubt; inactive means no such curve, though single readings can be large; an effect the other way counts as inactive or inconclusive. Potency means the concentration at half of the fitted maximal effect. Random draw from the library; overall some 13% were active at least once.
SMILES,ELG1 genotoxic,RORg inh,BRCA1 expr act,Rab9 prom act,VP16 counter,FLuc modulator,p53 reactivator,NPC1 promoter act,MBNL1-CUG inh,uPA surface inh
CCN1CCN(Cc2ccc(NC(=O)c3cc(NC(=O)C(=O)c4c[nH]c5ccccc45)cc(OC)c3)cc2C(F)(F)F)CC1,-16.1%,?,-66.2%&-80.8%[inhibitor],-3.7%,?,9.53µM*,-16.5%,-5.0%,3.5%,?
CS(=O)(=O)N1N=C(c2cccs2)CC1c1ccco1 (stereo unspecified),2.8%,14.6%,40.6%,18.8%,-20.9%,-7.3%,8.8%,0.8%,12.5%,-7.1%
CC(=O)N1CCCc2ccc(NS(=O)(=O)c3ccccc3)cc21,?,.,0.2%,2.6%,.,0.4%,-4.0%,2.7%,.,-2.8%
CCCCC1S/C(=N/N=C/c2cccs2)NC1=O (stereo unspecified),0.1%,0.112µM*,-17.8%,-1.0%,0.316µM*,5.2%,-5.8%,-3.2%,-8.4%,4.8%
Cc1ccc(C2NCCS2)cc1 (stereo unspecified),0.0%,6.6%,-0.2%,-8.2%,-0.1%,-2.2%,-0.1%,-2.6%,0.1%,4.5%
Cc1ccnc(NS(=O)(=O)c2cc(-c3cc(C)no3)ccc2C(C)C)c1,15.1%,32.6%,79.9%,12.3%,-9.5%,4.1%,14.9%,6.4%,-1.6%,-0.2%
CC(=O)NC(=S)Nc1cccc2c(C)cc(C)nc12,-2.1%,1.58µM*,2.0%,-0.1%,11.2µM*,2.4%,4.5%,-0.3%,52.2%[activator],-2.2%
O=C(C1CC(=O)N(c2ccccc2)C1)N1CCN(C2=NS(=O)(=O)c3ccccc32)CC1 (stereo unspecified),0.1%,0.0%,1.2%,-3.8%,-7.3%,0.8%,-2.7%,-2.6%,-7.9%,3.4%
Fc1ccc(-n2c(CN3CCCCC3)n[nH]c2=S)cc1,-1.1%,?,-14.0%,-3.8%,-12.6%,0.0%,9.8%,-3.4%,-1.9%,-2.6%
CS(=O)(=O)N1CCCC(C(=O)NCCCN2CCc3ccccc3C2)C1 (stereo unspecified),-4.1%,0.0%[0.365 µM],4.2%,-0.6%,.,-0.4%,21.8%,6.3%,6.4%,2.3%

# In a second layout: two of the compounds above
structure: CCCCC1S/C(=N/N=C/c2cccs2)NC1=O (stereo unspecified)
  ELG1 genotoxic: 0.1% | RORg inh: 0.112µM* | BRCA1 expr act: -17.8% | Rab9 prom act: -1.0% | VP16 counter: 0.316µM* | FLuc modulator: 5.2% | p53 reactivator: -5.8% | NPC1 promoter act: -3.2% | MBNL1-CUG inh: -8.4% | uPA surface inh: 4.8%

structure: Cc1ccc(C2NCCS2)cc1 (stereo unspecified)
  ELG1 genotoxic: 0.0% | RORg inh: 6.6% | BRCA1 expr act: -0.2% | Rab9 prom act: -8.2% | VP16 counter: -0.1% | FLuc modulator: -2.2% | p53 reactivator: -0.1% | NPC1 promoter act: -2.6% | MBNL1-CUG inh: 0.1% | uPA surface inh: 4.5%

# (listing goes on)
SMILES,ELG1 genotoxic,RORg inh,BRCA1 expr act,Rab9 prom act,VP16 counter,FLuc modulator,p53 reactivator,NPC1 promoter act,MBNL1-CUG inh,uPA surface inh
COc1ccc(-c2cc(=O)oc3cc(OC(C)C(=O)NCc4ccccn4)ccc23)cc1 (stereo unspecified),-0.7%,8.1%,-17.5%,-2.4%,-0.7%,-3.0%,9.8%,-3.8%,?,4.1%
CCOC(=O)c1c(/N=C/c2cccc(C)c2O)sc2c1CCN(C)C2,-1.4%,-10.2%,-26.4%,-0.7%,-3.1%,-12.0%,-5.0%,-2.3%,9.4%,3.1%
O=C1NC(=Nc2ccccc2)S/C1=C/c1cccs1,?,?,34.0%,?,?,10.7µM*,?,?,16.4%,?
O=C(NCCc1nc2ccccc2[nH]1)c1ccc(F)cc1,-2.3%,3.1%,-29.1%,-1.0%,-0.6%,11.4%,-3.8%,-3.7%,-2.9%,.
Cc1ccccc1CCN(CC(=O)NCc1ccc(F)cc1)C(=O)c1csnn1,-6.4%,33.7%,-9.6%,4.3%,-0.3%,3.4%,-4.4%,-1.6%,0.2%,1.7%
Cc1ccc(C(=O)NCCn2cc(SCC(=O)N3CCOCC3)c3ccccc32)cc1,?,12.6µM*,-9.4%,3.8%,-1.3%,?,5.5%,-0.9%,-15.2%,10.7%
O=c1cccc(-c2ccc(Br)cc2)o1,3.5%,1.9%,-2.2%,-0.2%,4.8%,3.9%[2.3 µM],5.1%,-1.3%,?,7.0%
COc1ccc(N(C(=O)Cn2nnc(-c3ccc(Cl)cc3)n2)C(C(=O)NCC2CCCO2)c2ccc(C)cc2)cc1 (stereo unspecified),5.7%,-14.6%,-2.3%[1.84 µM],-0.6%,-11.3%,-0.9%,-3.8%,-6.1%,0.4%,1.0%
C=CCNc1nc(C(=O)OCC(=O)c2ccccc2)cs1,1.4%,5.7%,?,-2.1%,-12.9%,-1.3%,4.7%,-1.1%,34.8%[activator],6.5%
Cn1c(COc2ccccc2)nnc1SCc1cc(=O)[nH]c2ccccc12,5.8%,0.0%,-11.7%,2.9%,3.8%,-6.0%,-8.0%,0.3%,-5.3%,-1.7%
Cc1ccc(SCC2(O)CCN(C(=O)c3ccc(Cl)cc3)CC2)cc1,-8.6%,4.4%,-27.7%,-2.5%,-14.1%,2.7%,-3.6%,1.3%,0.1%,11.2%
NNC(=O)COc1ccccc1F,3.2%,-22.2%,-0.2%,2.1%,3.1%,-0.3%,10.3%,-1.7%,-6.6%,4.1%
Cc1nc2ccc(S(=O)(=O)NC(C(=O)NCc3cccs3)C(C)C)cc2s1 (stereo unspecified),-0.2%,3.4%,-6.9%,-0.5%,-4.1%,10.7%,5.7%,0.7%,5.8%,7.1%
O=C(Cn1c(SCC(=O)N2CCCc3ccccc32)nc2ccccc21)N1CCCC1,-0.6%,15.4%,0.0%,-1.4%,-7.8%,0.0%,-6.6%,-3.0%,-4.9%,.
O=C(NCc1ccccc1)Nc1cccn(Cc2ccccc2Cl)c1=O,6.7%,?,-24.0%,-17.7%,2.4%,8.49µM*,-2.3%,-13.7%,6.6%,-20.0%
C=CCNC(=S)Nc1nc2c(cc1C(=O)OCC)COC(C)(C)C2,1.6%,10µM*,2.1%,10.7%,-5.3%,-16.2%,7.8%,3.4%,-3.6%,-3.4%
CCN(Cc1ccccc1)S(=O)(=O)c1ccc(OC)cc1,-10.8%,121.8%,-0.7%,0.1%,-27.5%,-0.9%,-1.0%,-5.0%,-7.7%,6.6%
COc1ccc(C(=O)Nc2nc(-c3ccccn3)cs2)cc1S(=O)(=O)N1CCOCC1,-4.3%,.,-65.5%,.,.,.,-0.3%,.,.,-24.5%
CC(=O)c1c(C)nc(Nc2nc(C)c3cc(C)ccc3n2)nc1C,8.5%,3.98µM*,70.2%,2.6%,?,-17.0%,11.3%,-2.6%,-3.7%,-3.7%
CN(c1ccc(OCC(=O)OCC(=O)Nc2ccccc2)cc1)S(=O)(=O)c1ccc(F)cc1,-1.2%,-15.8%,5.9%,1.7%,-0.7%,2.9%,-5.7%,-1.4%,-6.2%,-10.2%
CCCS(=O)(=O)c1c(S(=O)(=O)CCC)c2cnccn2c1C(=O)c1ccc(OC)cc1,5.6%,23.8%,-1.6%,-5.1%,2.6%,-1.8%,-0.6%,-0.3%,11.4%,-3.0%
CCC(C)N(C(=O)COC(=O)c1nc2nc(C)cc(C)n2n1)C1CCS(=O)(=O)C1 (stereo unspecified),1.0%,.,0.9%,-3.8%,.,1.0%,0.0%,4.8%,.,11.2%
COc1cc(SC)ccc1C(=O)Nc1ccccc1C#N,9.2µM*,14.5%,-35.7%,3.1%,-6.5%,?,?,-1.4%,10.8%,-5.0%
N#Cc1ccc(OCC(O)CN2CCN(C(c3ccccc3)c3ccccc3)CC2)cc1 (stereo unspecified),-2.1%,-26.4%,-31.3%,0.0%,-5.3%,1.9%,7.4%,2.3%,1.3%,2.8%
O=C(Nc1cc2c(cc1Cl)OCCCO2)c1ccco1,?,9.1%,?,3.55µM*,-3.9%,10.7µM*,?,3.55µM*,-15.3%,0.2%
COc1ccc(NC(=O)CN(C)C(=O)c2ccccc2CCc2ccccc2)cc1,-8.7%,.,-27.4%,0.2%,.,-0.1%,-0.9%,0.0%,.,4.5%
Cc1cc(=O)[nH]c(NCCO)n1,0.7%,1.7%,0.0%,-3.7%,0.7%,-1.3%,-1.3%,-0.5%,-2.0%,1.4%
COc1ccc(NC(=O)Nc2cccc(C)n2)c(OC)c1,11.1%,-0.4%,88.6%&78.5%,?,-1.0%,?,5.5%,?,-6.0%,5.4%
NC(=O)[C@@H]1CCNc2c(I)cc([N+](=O)[O-])cc2C(=O)N[C@@H](CO)C(=O)N[C@@H](Cc2ccc(O)cc2)C(=O)N1,-1.7%,-37.8%,.,-4.4%,-4.0%,4.6%,-0.9%,-0.7%,?,.
CCNC(=S)NNC(=O)c1c(Cl)c(C)nn1C,1.7%,6.31µM*,-2.6%,2.6%,?,1.3%,-15.3%,1.0%,.,4.4%
CC1CCCCC1NC(=O)/C(C#N)=C/c1ccc(F)c(F)c1 (stereo unspecified),-20.2%,?,-9.8%,-3.0%,?,-2.0%,-24.8%,-4.3%,16.0%,-1.7%
O=C(CN1C(=O)CCC1=O)Nc1ccc(Cc2ccc(NC(=O)CN3C(=O)CCC3=O)cc2)cc1,6.1%,14.9%,21.8%,-3.1%,-0.9%,-2.2%,4.6%,2.2%,.,7.3%
